MmCpn inh: blocks the Methanococcus maripaludis chaperonin Mm-Cpn; purified Mm-Cpn ATPase, ADP Transcreener TR-FRET; Potency, µM (highest dose often 76.9 µM), inactives show top-dose activity, negative = inhibition, hits mostly inhibitors; actives 0.031% (n = 330,000); AID 504842; note: potency is the fitted concentration of half-maximal effect; % is set by controls: 0 for no effect and ±100 for the full control effect; nearly all actives have a fitted effect of over 80% in size
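Purified archaeal chaperonin (25 nM final) was preincubated with compound for 10 min at 37°C, then ATP (10 uM final) was added for 30 min at 37°C in Tris pH 7.4/KCl/MgCl2/DTT buffer. ADP was quantified by HTRF Transcreener TR-FRET.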
Nrf2 block: Nrf2 pathway inhibition; AID 504444; actives 2.1% (n = 360,000); Potency, µM (doses to about 46 µM), inactives show at the top dose activity change, negative = inhibition, most hits filed as inhibitors; A549 ARE-Fluc reporter, luciferase luminescence, 18-24 h; note: potency is the fitted concentration of half-maximal effect; % is set by controls: 0 for no effect and ±100 for the full control effect; nearly all actives have a fitted effect of over 60% in size
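In this cell-based qHTS, ARE-driven firefly luciferase in A549 cells reports Nrf2 activity; the luminescent signal after BugLite lysis is the measured value, with a prior CellTiter-Fluor read for cell health.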
EPAC2 antag: blocks human EPAC2 exchange factor; Q8WZA2; actives 0.18% (n = 360,000); Potency, µM (doses to about 114 µM), for inactives: top-dose activity, negative = inhibition, actives largely listed as inhibitors; EPAC2 GEF exchange of Rap1B-BODIPY-GDP, fluorescence; note: potency is the fitted concentration of half-maximal effect; % is set by controls: 0 for no effect and ±100 for the full control effect; nearly all actives have a fitted effect of over 45% in size; many of its hits are not listed in these tables
Target sequence (Q8WZA2 whole entry, looked up): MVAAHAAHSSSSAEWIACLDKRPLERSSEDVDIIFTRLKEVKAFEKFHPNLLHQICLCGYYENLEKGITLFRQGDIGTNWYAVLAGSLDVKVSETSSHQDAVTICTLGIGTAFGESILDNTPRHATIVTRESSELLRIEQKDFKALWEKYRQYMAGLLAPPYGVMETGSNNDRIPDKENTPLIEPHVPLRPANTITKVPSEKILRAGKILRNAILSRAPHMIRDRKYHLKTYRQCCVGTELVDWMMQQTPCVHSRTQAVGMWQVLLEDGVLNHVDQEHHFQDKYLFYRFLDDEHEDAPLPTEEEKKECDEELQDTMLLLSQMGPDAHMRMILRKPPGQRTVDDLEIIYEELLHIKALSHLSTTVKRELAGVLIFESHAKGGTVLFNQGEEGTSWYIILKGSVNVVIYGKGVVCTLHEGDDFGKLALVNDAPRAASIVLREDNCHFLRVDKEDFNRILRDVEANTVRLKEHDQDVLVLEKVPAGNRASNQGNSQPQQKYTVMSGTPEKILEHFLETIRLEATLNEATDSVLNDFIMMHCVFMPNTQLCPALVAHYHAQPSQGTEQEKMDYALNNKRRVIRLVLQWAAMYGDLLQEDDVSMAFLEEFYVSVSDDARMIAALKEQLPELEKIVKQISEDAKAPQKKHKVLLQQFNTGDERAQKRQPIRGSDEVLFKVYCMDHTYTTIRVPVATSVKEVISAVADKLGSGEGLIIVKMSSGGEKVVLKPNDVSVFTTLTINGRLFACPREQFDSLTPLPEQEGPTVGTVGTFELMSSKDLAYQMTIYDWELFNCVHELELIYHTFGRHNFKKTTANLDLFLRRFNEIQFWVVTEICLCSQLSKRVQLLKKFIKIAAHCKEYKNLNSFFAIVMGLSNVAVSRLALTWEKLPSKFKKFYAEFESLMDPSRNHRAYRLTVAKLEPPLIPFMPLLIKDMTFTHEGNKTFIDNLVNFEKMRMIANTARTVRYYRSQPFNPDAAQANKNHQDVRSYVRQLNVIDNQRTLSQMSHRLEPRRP
A549 tox: kills or reduces viability of A549 cells in Nrf2 counter-screen | actives 0.16% (n = 390,000) | Potency, µM (doses to about 46 µM), for inactives: at the top dose activity change, negative = cytotoxicity, actives largely listed as inhibitors | A549 ARE-Fluc cells, CellTiter-Fluor viability, 18-24 h; note: potency is the fitted concentration of half-maximal effect; % is set by controls: 0 for no effect and ±100 for the full control effect
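Cytotoxicity counterscreen: CellTiter-Fluor fluorescence was measured in A549 ARE_Fluc cells after 18-24 h of compound exposure in a concentration series. The subsequent BugLite luminescent read reports ARE-luciferase activity.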
pAkt inh: inhibitors of Akt phosphorylation; activity change, % for hits at 50 µM; AID 651550; Neuro2A IGF-stimulated pAkt S473 HTRF, 20 min; stronger effect = lower value; actives 0.32% (n = 360,000); in the data active = activity change below about -80%; inconclusive = mostly about -51% to -80%; note: % is set by controls: 0 for no effect and ±100 for the full control effect
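Neuro2A cells in DMEM with 0.5% FBS, overnight at 37 deg C, given compound at single 50 µM final, then IGF (6 nM final) for 20 min at 37 deg C. Lysed; phospho-Akt Ser473 by HTRF after 24 h, 665/615 ratio.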
EPAC2 ag: EPAC2 (human) agonism; EPAC2 activation, biochemical qHTS; response scale: 100% = 6.5 mM cAMP response; actives 0.079% (n = 360,000); Q8WZA2; Potency, µM (top dose mostly 154 µM), for inactives: at the top dose activation, most hits filed as activators; note: potency is the fitted concentration of half-maximal effect; nearly all actives have a fitted effect of over 50% in size
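Fluorescence exchange assay: 100 nM EPAC2 with 250 nM RAP1B-BODIPY-GDP and 50 uM GDP; compounds tested as a concentration-titration series (qHTS). Loss of Rap1-bound BODIPY-GDP fluorescence read at 480/540 nm; data normalized to 6.5 mM cAMP.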
Nrf2 ARE act: activators of Nrf2 (ARE) signaling. Potency, µM (doses to about 46.1 µM), for inactives: at the highest dose activation, actives largely listed as activators. AID 624171. AREc32 ARE-luciferase reporter (MCF7-derived line), luminescence, 24 h. actives 0.31% (n = 410,000); note: potency is the fitted concentration of half-maximal effect; % of control where 0% means no effect; nearly all actives have a fitted effect of over 65% in size
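AREc32 cells carrying an ARE-driven firefly luciferase reporter were seeded at 1000 cells/well in OPTI-MEM with 5% FBS, then exposed to compound for 24 hr at 37 deg C. Luminescence was read with Steady-Glo after 30 min at RT.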
CCT chaperon mod: modulators of cytosolic chaperonin (CCT/TRiC) activity; actives 0.3% (n = 360,000); purified chaperonin ATPase assay, HTRF ADP detection, 30 min; AID 651819; activity change, % (test concentration not listed), hits read low; in the data active = activity change below about -30%; note: % is set by controls: 0 for no effect and ±100 for the full control effect
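TRiC (40 or 20 nM final, by batch activity) in 30 mM Tris pH 7.4, 100 mM KCl, 5 mM MgCl2, 1 mM DTT was treated with compound at 76 uM single dose, then 10 uM ATP, 30 min at 37 °C. ADP was read by HTRF Transcreener.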
TGFb inhibitor: inhibitors of TGF-b signaling; HepG2 CAGA-GFP TGF-b/SMAD3 reporter, GFP fluorescence, 18 h; TGF-beta stimulated, 500 pg/mL final; Potency, µM (titrated, usually from 46.1 µM), without a hit: top-dose activity, negative = inhibition, hits mostly inhibitors; actives 1.2% (n = 410,000); note: potency is the fitted concentration of half-maximal effect; % is set by controls: 0 for no effect and ±100 for the full control effect; nearly all actives have a fitted effect of over 65% in size
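HEPG2 CAGA-GFP reporter cells (1000/well, DMEM with 1% FBS) received compounds, then recombinant TGF-beta at 500 pg/mL final for 18 hours at 37 degrees C. Per-cell GFP summed per well was normalised to unstimulated and stimulated DMSO controls before curve fitting.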
Active calls of the source: *; i = inactive; ? = inconclusive; · = no result given; [ ] = another dose, or the depositor's remark. Unless noted, calls come from the whole dose curve; as a rule, active = well fitted curve in the direction sought with a large enough effect; inconclusive = small, poorly fitted or top-dose-only effect, or another doubt; inactive = no such curve, though single readings can be large; an effect the other way counts as inactive or inconclusive. The list is partial (hit frequency here may not be typical).

SMILES	MmCpn inh	Nrf2 block	EPAC2 antag	A549 tox	pAkt inh	EPAC2 ag	Nrf2 ARE act	CCT chaperon mod	TGFb inhibitor
Cc1cc(=O)[nH]c(-c2cccnc2)n1	-1%	-13%	0%	-1%	i	3%	1.5%	-5.7	1%
CC1CC1C(=O)OCC(=O)Nc1ccc(S(=O)(=O)N2CCOCC2)cc1 (configuration not stated)	-6%	7%	8%	-4%	i	-6%	0.0%	-0.1	-25%
COc1ccc(CNC(=O)Cn2nc(-c3ccc4c(c3)OCCO4)ccc2=O)cc1	-5%	1%	-15%	9%	i	8%	-0.9%	-0.2	7%
CCCCCn1c(=O)[nH]c2cc(C(=O)Nc3cc(C)cc(C)c3)ccc2c1=O	·	-3%[9.27 µM]	·	-1%	·	·	-0.7%	·	1%
O=C(C1=C[C@H](c2ccccc2)C[C@H](OCc2ccc(CO)cc2)O1)N1CCN(Cc2ccccc2)CC1	·	-18%	6%	-5%	i	10%	4.4%	-0.9	0%
CC(=O)c1ccc(NC(=O)c2ccccc2Sc2ncnc3sc(C)c(C)c23)cc1	-3%	-4%	-14%	-1%	i	9%	6.6%	-3.1	1%
COc1ccc(C(=O)NC(=S)Nc2cccnc2)cc1[N+](=O)[O-]	1%	7%	-5%	0%	i	-3%	3.7%	0.8	12%
CC(C)C(C(=O)NCC1CCCO1)N(C(=O)CNS(=O)(=O)c1ccc(F)cc1)c1ccccc1 (configuration not stated)	4%	-7%	-10%	-3%	i	7%	0.5%	-15	0%
COc1ccccc1Nc1nc(C)cc(=O)[nH]1	2%	16%	7%	7%	i	5%	0.0%	2.3	-1%
CCN(CC)CCn1c(NCc2ccccn2)nc2ccccc21	-2%	·	3%	-4%	i	-3%	-0.7%	0.6	40%[activator]

A second format for 2 compounds above:
Order of values – MmCpn inh, Nrf2 block, EPAC2 antag, A549 tox, pAkt inh, EPAC2 ag, Nrf2 ARE act, CCT chaperon mod, TGFb inhibitor
- CC(C)C(C(=O)NCC1CCCO1)N(C(=O)CNS(=O)(=O)c1ccc(F)cc1)c1ccccc1 (configuration not stated)
→ 4%, -7%, -10%, -3%, i, 7%, 0.5%, -15, 0%
- COc1ccccc1Nc1nc(C)cc(=O)[nH]1
→ 2%, 16%, 7%, 7%, i, 5%, 0.0%, 2.3, -1%

Rewritten bar-delimited: part of the list above
canonical_smiles | MmCpn inh | Nrf2 block | EPAC2 antag | A549 tox | pAkt inh | EPAC2 ag | Nrf2 ARE act | CCT chaperon mod | TGFb inhibitor
CCCCCn1c(=O)[nH]c2cc(C(=O)Nc3cc(C)cc(C)c3)ccc2c1=O | · | -3%[9.27 µM] | · | -1% | · | · | -0.7% | · | 1%
O=C(C1=C[C@H](c2ccccc2)C[C@H](OCc2ccc(CO)cc2)O1)N1CCN(Cc2ccccc2)CC1 | · | -18% | 6% | -5% | i | 10% | 4.4% | -0.9 | 0%

Next entries:
SMILES	MmCpn inh	Nrf2 block	EPAC2 antag	A549 tox	pAkt inh	EPAC2 ag	Nrf2 ARE act	CCT chaperon mod	TGFb inhibitor
O=C(c1ccc(Cl)c([N+](=O)[O-])c1)N(Cc1cccc(Cl)c1)C1CCS(=O)(=O)C1 (configuration not stated)	-3%	-3%	-1%	-19%	i	12%	3.5%	-2.1	-17%
CC(=O)Nc1ccc(N2C(=O)CSC2c2c(F)cccc2Cl)cc1 (configuration not stated)	0%	4%	9%	9%	·	5%	-0.2%	-0.8	26%
O=C(NCCCN1CCOCC1)c1cccc(S(=O)(=O)N2CCOCC2)c1	0%	0%	-4%	0%	i	4%	-0.2%	0.1	3%
CCC(=O)Nc1ccc(-c2nnc(SCC(=O)Nc3nccs3)n2C)cc1	-2%	9%	-2%	-8%	i	-2%	-0.1%	-1.0	8%
CC(=O)c1cccc(NC(=O)CCn2c(=O)oc3ccccc32)c1	0%	-21%	-2%	2%	i	4%	0.0%	1.0	3%
COc1cc(NC(=O)Nc2ccccc2)c(OC)cc1NC(=O)CN1CCCCC1	-2%	-4%	-3%	?	i	8%	2.5%	0.3	?
C=C1CCN(c2ccc(C(=O)NCc3ccc(C)cc3)cc2[N+](=O)[O-])CC1	-3%	9%	-4%	-9%	i	8%	0.3%	-0.6	-1%
COC(F)(C(=O)Nc1ccc2c(c1)C(=O)NC2=O)C(F)(F)F (configuration not stated)	-1%	6%	-4%	0%	i	4%	-0.5%	-1.4	0%
C/C(=N\NC(=O)CN(c1ccccc1Br)S(C)(=O)=O)c1cccs1	-5%	0%	2%	-3%	i	3%	-0.4%	-2.4	24%
CC(C)CCNC(=O)CN(C(=O)CCC(=O)Nc1ccccn1)c1ccc2c(c1)OCCO2	0%	11%	-1%	-8%	i	-5%	0.8%	0.2	6%
O=C(NS(=O)(=O)Oc1ccc(F)c(Cl)c1)OC[C@@H]1CCCN2CCCCC12 (some centres not stated)	-2%	38%	2%	-6%	i	1%	-1.4%	-4.3	0%
O=C(COC(=O)C12CC3CC(CC(Br)(C3)C1)C2)NNC(=O)c1ccccc1	0%	4%	-5%	-1%	i	2%	0.3%	-1.3	-1%
COCCn1c(SCC(=O)Nc2ccc(F)cc2)nc2ccccc2c1=O	2%	-13%	7%	1%	i	2%	2.7%	-1.2	1%
Cc1ccc(S(=O)(=O)c2c(Nc3cc(F)ccc3F)sc(C(=O)c3ccc(F)cc3)c2N)cc1	·	?	·	-13%	·	·	-0.7%	·	?
O=C(C[C@@H]1C/C=C\C[C@H](Cc2ccc(F)cc2)C(=O)OC[C@@H](c2ccccc2)NC1=O)NCCO	3%	-8%	5%	3%	i	3%	2.1%	-1.8	-14%
CN(C)S(=O)(=O)N1CCC(Oc2cccc(C(=O)N3CCSCC3)c2)CC1	0%	-7%	17%	-5%	i	2%	-0.7%	0.4	-5%
N#C/C(=C\c1c(Oc2ccccc2F)nc2ccccn2c1=O)C(=O)NC1CCS(=O)(=O)C1 (configuration not stated)	-13%	4%	-2%	1%	i	4%	7.7%	-2.9	-1%
Cc1cccc(N(CC(=O)N2CCN(c3ccccc3F)CC2)S(C)(=O)=O)c1	0%	2%	-4%	5%	i	-1%	1.3%	-0.4	-2%
COCCn1c(N)c(Sc2ccc(C)cc2)c(=O)[nH]c1=O	0%	6%	-7%	-6%	i	6%	0.4%	0.5	-7%
CC1=Nc2ccc(Br)cc2C(c2ccccc2)N1CC(=O)NN (configuration not stated)	1%	-1%	3%	-1%	i	13%	0.1%	-1.5	-8%
C/C(=N\NC(=O)c1ccc(Cl)cc1)c1cccs1	0%	?	17%	2%	i	8%	-0.6%	-0.1	-19%
Cc1cc(Nc2cccc(Cl)c2)nc2ccc(NC(=O)c3cncc(Br)c3)cc12	·	18µM*	·	?	·	·	-2.1%	·	?
CC(=O)Nc1ccc(S(=O)(=O)N2CCC(c3nc4ccccc4[nH]3)CC2)cc1	3%	2%	-2%	22%	i	10%	1.4%	-2.5	2%
COc1ccccc1CCNC(=O)C1CC(=O)N(c2ccccc2F)C1 (configuration not stated)	·	·	-2%	·	i	0%	-0.4%	1.4	-1%
Cc1c(NC(=O)C(Sc2ccccc2)c2ccccc2)cccc1[N+](=O)[O-] (configuration not stated)	2%	·	-5%	-15%	i	18%	0.2%	-1.0	-4%
CN(C)C(CNC(=O)c1cnc(Cl)c(Cl)c1)c1ccccc1 (configuration not stated)	1%	17%	14%	0%	i	2%	2.5%	-0.8	?
O=C(NC1CCCC1)C(c1cccnc1)N(C(=O)c1ccco1)c1cccc(F)c1 (configuration not stated)	-2%	1%	5%	-7%	i	4%	-1.0%	0.2	20%
O=C(COC(=O)c1ccc(Cl)nc1)Nc1cccc(S(=O)(=O)N2CCCCC2)c1	2%	7%	-5%	10%	i	21%	-0.3%	-0.3	-4%
CCOc1ccc(N(CC)S(=O)(=O)N2CCCC(C(=O)NCc3ccccc3Cl)C2)cc1 (configuration not stated)	·	?	·	3%	·	·	0.4%	·	?
CCCOc1ccc(-c2c(C(=O)N/N=C/c3ccc(C)o3)nnn2-c2nonc2N)cc1	0%	?	9%	0%	·	3%	0.1%	-0.3	-13%
c1ccc(OCCCCN2CCOCC2)cc1	-2%	·	1%	1%	i	8%	-0.7%	2.6	10%
Cc1cc(NC(=O)CCNS(=O)(=O)c2ccc3[nH]c(=O)oc3c2)ccc1Br	3%	-1%	-2%	-2%	i	-10%	0.5%	-2.3	14%
Cc1ccc(C(=O)NC(=S)N2CCN(c3ccccc3F)CC2)cc1	1%	-12%	17%	1%	i	0%	13%	0.3	-31%
CC(C)CC(=O)NC(=S)Nc1cccc2nsnc12	?	-13%	10%	-5%	i	-1%	10%	1.2	-18%
O=C(CCC1CCCCC1)Nc1ccc(C(=O)c2ccncc2)cc1	-6%	-22%	-13%	1%	i	14%	4.1%	-0.9	-4%
CN(CC(=O)Nc1ccccc1C(=O)NC1CC1)Cc1ccc(Cl)s1	3%	-17%	3%	2%	i	10%	0.0%	0.5	1%
Cc1ccc(S(=O)(=O)c2nc(/C=C/c3ccccc3)oc2N2CCC(C(N)=O)CC2)cc1	·	·	-25%	·	i	6%	-0.3%	0.0	-24%
Cc1cccc(Cn2nc(-n3cccc3)c3c(C)cc(C)nc32)c1	-6%	-10%	?	-2%	i	9%	1.1%	-2.3	?
Cn1c(=O)c(C(=O)O)nn(-c2ccccc2)c1=O	·	8%[9.27 µM]	·	-1%	·	·	0.1%	·	-5%

Records above printed as active in Nrf2 block.
molecule	MmCpn inh	Nrf2 block	EPAC2 antag	pAkt inh	CCT chaperon mod
Cc1cc(Nc2cccc(Cl)c2)nc2ccc(NC(=O)c3cncc(Br)c3)cc12	·	18µM*	·	·	·

Assay outcomes from PubChem BioAssay.
